Source: PubChem BioAssay (several laboratories)
SMARCA2 act: SMARCA2 (BRM) function activators, primary screen, cell-based, luminescence, high throughput. MG213 cells, MMTV-luciferase reporter, dexamethasone, overnight. activation, % at 9.1 µM. 1% of 370,000 active; in the data active means activation above about 7.8%;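 further: 0% = vehicle wells and 100% = reference activator wells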
NPR2 activator: human GC-B receptor activators, primary screen, HEK293 GC-B cells, cGMP TR-FRET, EC30 CNP. 0% at EC30 CNP, 100% saturating CNP. activation, % at 10 µM. 0.11% of 370,000 active. AID 1920062, 2024;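 active means activation at 10 µM reaching about 35% in either raw or pattern-adjusted values, limit read from the data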
FXN GAA850 act: FXN promoter activators, primary screen, cell-based, luciferase luminescence, HEK293 lucGAA850 | HEK293 lucGAA850 FXN promoter luciferase reporter, 24 h; percent of 10 µM SAHA response | 0.56% of 360,000 active | activation, % at 6 µM;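 active means activation above the average of all compounds screened plus 3 SD, cutoff fixed separately per campaign, cut at about 7.5% in these data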;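 further: 0% = DMSO wells and 100% = 10 µM SAHA wells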
DAX1 inh-1: DAX1 (NR0B1) inhibitors on StAR promoter, primary screen, cell-based, luminescence, SF-1 (NR5A1), full-length DAX-1; inhibition, % at 6.8 µM; AID 652010, 2013; 1.1% of 370,000 active; HEK293T StAR-luciferase reporter, SF-1/DAX-1 repression relief;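 active means inhibition above the mean over all tested compounds plus 3 SD, cut at about 3.6% in these data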;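 further: 0% = DAX-1 cells with DMSO and 100% = cells lacking DAX-1 with DMSO; higher inhibition means more luminescence from relief of DAX-1 repression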
NPR1 activator: GC-A stimulated cGMP production enhancers – HEK293 GC-A cells, cGMP TR-FRET, EC30 ANP, primary screen; 0% at EC30 ANP, 100% saturating ANP; AID 1671463, 2021; activation, % at 10 µM; 0.14% of 370,000 active; in the data active means activation above about 40%
hgDAF-12 ag: H. glycines DAF-12 receptor agonists, primary screen, cell-based, luminescence, HEK293, GAL4 fusion, UAS-luciferase; 1.8% of 370,000 active; HEK293 GAL4-hgDAF12 UAS-luciferase reporter, agonist luminescence; normalized to butyrate control; activation, % at 6.8 µM; AID 687014, 2013;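 active means activation above a cutoff set at the mean of all screened compounds plus 3 SD, cut at about 10% in these data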;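 further: 0% = DMSO wells and 100% = sodium butyrate wells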
sPLA2-III inh: human group III sPLA2 inhibitors, primary screen, biochemical, QFRET, BODIPY PC-A2 liposome substrate. Group 3 secretory phospholipase A2 (Homo sapiens), Q9NZ20. QFRET BODIPY PC-A2 liposome hydrolysis, fluorescence. 0.56% of 370,000 active. inhibition, % at 12.2 µM;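 active means inhibition above mean plus 3 SD of compounds lying within the high and low control bounds, cut at about 19% in these data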;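 further: 0% = median of test compound wells and 100% = no enzyme DMSO wells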
Target sequence (Q9NZ20 whole entry, looked up): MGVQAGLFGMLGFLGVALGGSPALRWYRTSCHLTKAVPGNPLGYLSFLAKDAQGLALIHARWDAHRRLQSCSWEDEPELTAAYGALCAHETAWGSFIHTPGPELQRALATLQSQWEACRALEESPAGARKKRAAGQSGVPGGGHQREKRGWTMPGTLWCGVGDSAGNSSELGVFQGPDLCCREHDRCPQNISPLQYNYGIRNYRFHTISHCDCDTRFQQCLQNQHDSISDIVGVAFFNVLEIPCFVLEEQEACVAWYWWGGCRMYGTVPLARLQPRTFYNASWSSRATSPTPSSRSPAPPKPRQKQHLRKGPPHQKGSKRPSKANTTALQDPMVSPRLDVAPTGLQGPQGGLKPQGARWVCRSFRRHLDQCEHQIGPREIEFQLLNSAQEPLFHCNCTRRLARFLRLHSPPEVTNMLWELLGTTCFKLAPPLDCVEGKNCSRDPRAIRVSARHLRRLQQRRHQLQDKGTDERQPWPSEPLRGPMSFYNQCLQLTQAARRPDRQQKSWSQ
DAX1 inh-2: DAX1 (NR0B1) inhibitors, primary screen, cell-based, HEK293, Gal4-DAX1, luciferase luminescence | 0.99% of 340,000 active | AID 504766, 2011 | Nuclear receptor subfamily 0 group B member 1 (Homo sapiens), P51843 | inhibition, % at 6.75 µM | HEK293 Gal4-DAX1 luciferase reporter;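 active means inhibition above the mean over all tested compounds plus 3 SD, cut at about 4.2% in these data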;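 further: 0% = DAX1-transfected cells with DMSO and 100% = empty-vector control cells with DMSO; inhibition shows as a rise in luminescence from relieved DAX1 repression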
ssDAF-12 act: S. stercoralis DAF-12 nuclear receptor activators, primary screen, cell-based, luminescence, HEK293, GRIP1 co-expression, lit1-tk-luc. Nuclear hormone receptor DAF-12 (Strongyloides stercoralis). HEK293 ssDAF-12/GRIP1 lit1-tk-luc reporter; % of 3 µM dafachronic acid response. activation, % at 6.8 µM. 1% of 370,000 active. AID 652126, 2013;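 active means activation above the mean over all tested compounds plus 3 SD, cut at about 0.9% in these data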;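 further: 0% = DMSO-only wells and 100% = 3 µM delta7-dafachronic acid wells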
hcDAF12 agonist: H. contortus DAF-12 nuclear receptor activators, primary screen, cell-based, luminescence, HEK293, lit1-tk-luc reporter. activation, % at 6.8 µM. 1.4% of 370,000 active. HEK293 hcDAF-12 lit1-tk-luc reporter; 0% DMSO, 100% Δ7-dafachronic acid;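 active means activation above the mean of all tested compounds plus 3 SD, cut at about 5.5% in these data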;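 further: 100% = response to 3 µM Δ7-dafachronic acid high control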
ADAM10 inh: human ADAM10 inhibitors, primary screen, biochemical, QFRET, HTS; Disintegrin and metalloproteinase domain-containing protein 10 (Homo sapiens), O14672; recombinant ADAM10, EDANS/DABCYL FRET peptide cleavage, 3 h; inhibition, % at 7 µM; 0.62% of 370,000 active; AID 720582, 2013;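 active means inhibition above a per-campaign cutoff equal to the mean of compounds falling between control-based bounds plus 3 SD, cut at about 20% in these data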;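 further: 0% = DMSO wells while the 100% control is not disclosed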
Target sequence (O14672 214-748 limits assumed): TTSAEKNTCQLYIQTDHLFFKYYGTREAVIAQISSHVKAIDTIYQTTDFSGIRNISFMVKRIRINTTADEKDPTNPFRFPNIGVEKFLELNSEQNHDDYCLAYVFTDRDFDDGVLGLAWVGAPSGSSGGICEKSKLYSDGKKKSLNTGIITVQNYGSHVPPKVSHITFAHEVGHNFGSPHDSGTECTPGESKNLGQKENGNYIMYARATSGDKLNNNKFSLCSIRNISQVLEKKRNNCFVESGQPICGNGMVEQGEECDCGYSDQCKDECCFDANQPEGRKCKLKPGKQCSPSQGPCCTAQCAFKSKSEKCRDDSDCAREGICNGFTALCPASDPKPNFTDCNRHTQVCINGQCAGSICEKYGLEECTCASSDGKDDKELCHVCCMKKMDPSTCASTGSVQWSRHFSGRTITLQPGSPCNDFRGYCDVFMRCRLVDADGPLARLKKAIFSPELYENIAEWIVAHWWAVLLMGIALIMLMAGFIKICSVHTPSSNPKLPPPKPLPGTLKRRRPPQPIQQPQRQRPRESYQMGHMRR
Starred values were filed as active, the others as inactive; i = inactive; · = not tested or not shown.

1) COc1ccc(-c2nnc(SC(C)C(=O)NC3CC3)o2)cc1 (configuration not stated)
2) C/C=C(/C)C(=O)Nc1cccc(C2=NOC3(C2)C[C@H](C(N)=O)N(C(=O)c2ccc(Cl)cc2)C3)c1 (some centres not stated)
3) COc1ccccc1Cc1c(-c2ccc(C)cc2)nc2ccc(Br)cn12
4) CC(C)(C)Nc1nc(SCc2ccccc2)nc(N2CCOCC2)n1
5) Nc1nnn(CC(=O)N/N=C/c2ccc(O)cc2)n1
6) O=C(c1cc2c(s1)CCCC2)N1CCN(CCO)CC1
7) Cc1ccc(NC(=O)NCc2cccn2C)cc1C
8) C[C@H](CO)N1C[C@H](C)[C@@H](CN(C)C)Oc2c(NC(=O)c3ccncc3)cccc2C1=O
Compound	1	2	3	4	5	6	7	8
SMARCA2 act	0	-2	2	0	7	2	6	-1
NPR2 activator	-8	0	-8	17	3	2	1	-1
FXN GAA850 act	2.4	-2.4	·	4.5	-1.0	0.4	2.6	-2.1
DAX1 inh-1	-0.3	-1.1	7.4*	0.7	0.1	1.3	0.6	0.4
NPR1 activator	-2	-1	2	14	3	0	3	1
hgDAF-12 ag	2.3	1.1	23*	-1.6	0.9	-2.4	5.2	-1.6
sPLA2-III inh	0	-4	-11	-1	1	0	-23	6
DAX1 inh-2	1.9	1.2	·	-0.5	1.1	2.5	2.0	1.5
ssDAF-12 act	-0.8	-1.1	0.6	-1.3	-1.0	-1.0	-0.4	-1.3
hcDAF12 agonist	0.9	-2.3	6.3*	-1.4	-0.1	-1.3	0.7	-1.0
ADAM10 inh	8	-1	-19	3	1	4	4	1

9) O=C(CSc1nnc(NC(=O)C2CC2)s1)NCc1ccc(F)cc1
10) O=C(COc1ccc2ccc(=O)oc2c1)Nc1ccc(N2CCCCC2)cc1
11) O=C(CNc1cccc2ccccc12)N/N=C/c1ccc[nH]1
12) CCOC(=O)CCCCCC(=O)Nc1ccc2c(c1)C(=O)N([C@@H](C)CO)C[C@H](C)[C@H](CN(C)C(=O)c1ccccc1)OCCCC[C@H](C)O2
13) CCOC(=O)c1sc(NC(C)=O)nc1-c1ccccc1
14) CCOc1ccccc1N(C(=O)Nc1cccc(Cl)c1)C1=NC(C)CS1 (configuration not stated)
15) Cc1nn(-c2ccccc2)c2c1C(c1ccc([N+](=O)[O-])cc1)N1C(=N2)C(=O)Nc2ccccc21 (configuration not stated)
16) Cc1ccc(CS(=O)(=O)CCC(=O)NCCN(C)Cc2ccccc2)cc1
Compound	9	10	11	12	13	14	15	16
SMARCA2 act	2	1	2	-2	0	-1	-2	1
NPR2 activator	3	2	4	-2	1	3	-7	-5
FXN GAA850 act	2.0	1.9	-1.2	1.3	2.3	2.1	-4.2	3.3
DAX1 inh-1	-0.5	-0.4	-0.2	1.0	-0.7	-0.6	-0.9	-0.8
NPR1 activator	-1	-3	-2	3	5	0	-8	1
hgDAF-12 ag	-0.6	0.2	-1.1	2.2	2.9	0.8	-7.7	-1.1
sPLA2-III inh	-3	4	-3	-7	5	1	-27	5
DAX1 inh-2	1.4	0.0	1.6	2.3	-0.1	4.5*	-0.7	0.2
ssDAF-12 act	-0.8	-1.2	-0.6	-1.7	-0.3	-2.0	-2.0	-1.8
hcDAF12 agonist	-0.8	-1.1	3.9	-1.6	-2.3	-3.4	-4.7	0.0
ADAM10 inh	1	i	-139	-10	2	11	19	-4

17) Cc1ccc(C)c(N2CCN(C(=O)C3CCC3)CC2)c1
18) CCc1cccc(OCC(=O)Nc2cc(S(=O)(=O)N3CCOCC3)ccc2N2CCCC2)c1
19) O=C(CN(C(=O)CNS(=O)(=O)c1ccc(F)cc1)C1CCCC1)NCc1ccco1
20) COc1cccc(C2C(C(N)=O)=C(C)Nc3nc(-c4ccccc4Cl)nn32)c1 (configuration not stated)
21) CC[C@H](C)C(C(=O)N1CCN(C(=O)OC(C)(C)C)CC1)n1cc(C(CC(C)C)NC(=O)OC(C)(C)C)nn1 (some centres not stated)
22) CC(CCc1ccccc1)NC(=O)CSc1nccc(=O)[nH]1 (configuration not stated)
23) Cc1ccc(S(=O)(=O)N2CCN(CC(=O)N/N=C\c3ccccn3)CC2)cc1
24) CN(C)CCOC(=O)c1cccc(Br)c1
Compound	17	18	19	20	21	22	23	24
SMARCA2 act	-1	-2	-2	0	1	0	-3	0
NPR2 activator	4	2	3	-3	1	2	1	0
FXN GAA850 act	-0.3	1.4	-1.4	1.0	0.7	-0.6	0.6	-1.6
DAX1 inh-1	0.1	-2.7	-0.2	1.0	-0.1	0.4	0.3	1.1
NPR1 activator	-3	1	4	2	1	0	0	1
hgDAF-12 ag	-0.6	-1.5	-0.5	-0.7	0.2	0.3	5.5	0.0
sPLA2-III inh	4	-14	-4	-4	2	-2	15	0
DAX1 inh-2	-0.4	-1.3	0.6	1.8	-0.3	1.3	-1.4	-0.3
ssDAF-12 act	-1.6	-0.9	-1.2	-1.3	-1.1	-0.8	-1.8	-0.8
hcDAF12 agonist	-1.3	-0.6	-0.1	-2.9	-1.4	-0.7	-0.9	-1.3
ADAM10 inh	-12	6	-3	-6	4	1	-5	-3

25) Cc1ccc(-n2c(-c3ccc(Br)cc3)n[nH]c2=S)c(C)c1
26) Cc1nc(-c2ccccc2)sc1C1(C)CC(c2ccc(C#N)cc2)=NO1 (configuration not stated)
27) O=[N+]([O-])c1ccccc1Nc1cccc(F)c1
28) CC1=CCC2C(=O)N(c3cc(C)on3)C(=O)C2C1 (configuration not stated)
29) CC1=C(C(=O)N2CCCCCC2)CC(CC(=O)NC2CCCCC2)C(=O)N1Cc1ccc(C(C)(C)C)cc1 (configuration not stated)
30) O=C(c1cc(Br)c[nH]1)N1CCSCC1
31) Cc1cnn(-c2ccc3nnc(-c4ccc(Br)cc4)n3n2)c1
32) NC[C@H]1O[C@@H](n2ccc(N)nc2=O)[C@H](O)[C@@H]1O
Compound	25	26	27	28	29	30	31	32
SMARCA2 act	5	0	-4	1	2	-3	1	-2
NPR2 activator	-2	4	-2	-7	3	-4	-1	-1
FXN GAA850 act	0.4	4.5	-0.3	-1.0	·	0.9	0.3	·
DAX1 inh-1	-0.4	0.4	-1.6	0.2	-1.2	0.3	0.0	-1.1
NPR1 activator	-5	-1	-5	-2	3	-6	6	-1
hgDAF-12 ag	0.5	1.3	4.8	-1.7	1.2	-0.1	4.3	-1.7
sPLA2-III inh	7	-4	6	-2	2	2	2	6
DAX1 inh-2	0.3	0.0	0.8	0.1	·	0.9	1.0	·
ssDAF-12 act	-1.1	-1.6	-1.3	-0.4	-1.1	-1.2	-1.4	-1.2
hcDAF12 agonist	-0.1	-1.8	-0.2	-0.5	-1.1	2.8	0.2	0.7
ADAM10 inh	0	7	0	5	-2	4	-11	-1

33) O=C(CSc1ncn[nH]1)c1ccc(OC(F)F)cc1
34) Cc1ccc(CCNC(=O)C2CCN(S(=O)(=O)c3ccc4c(c3)NC(=O)C(C)S4)CC2)cc1 (configuration not stated)
35) Cc1cc2oc(=O)c(CC(=O)O)c(C)c2c2occ(C(C)(C)C)c12
36) COc1ccc(NC(=O)C(CC(=O)O)Cc2ccccc2)cc1 (configuration not stated)
37) O=C(N/N=C/c1ccc(-c2ccc([N+](=O)[O-])cc2)o1)c1cccnc1
38) Nc1nonc1-n1nnc(C(=O)N/N=C/c2ccccc2F)c1CN1CCOCC1
39) Cc1ccc(F)cc1NC(=O)CCOc1ccccc1
40) COc1ccc(C(=O)COc2ccc(C(C)=O)cc2OC)cc1OC
Compound	33	34	35	36	37	38	39	40
SMARCA2 act	5	-3	-1	-1	-3	-2	-1	0
NPR2 activator	-4	1	-3	-1	-13	-5	1	4
FXN GAA850 act	0.0	-2.4	0.3	-1.7	-1.0	0.0	0.2	-0.6
DAX1 inh-1	-0.5	-1.1	0.0	-0.5	-0.5	-1.3	-0.2	0.4
NPR1 activator	2	-3	1	-2	-2	1	-2	0
hgDAF-12 ag	3.2	-2.4	1.8	2.5	0.7	-1.6	-0.4	-1.8
sPLA2-III inh	-30	-29	-3	1	-4	12	-1	-2
DAX1 inh-2	-0.1	-1.2	-0.6	0.4	·	-1.9	1.1	-0.2
ssDAF-12 act	-1.8	-1.3	-1.3	-0.8	-2.2	-1.6	-1.5	-1.2
hcDAF12 agonist	-1.2	-4.4	0.2	-1.8	0.5	-0.1	-0.9	-2.0
ADAM10 inh	-5	0	-86	1	15	-17	0	-6

41) O=C(NCc1cccnc1)c1cc(C2CCCCN2C(=O)OCCF)on1 (configuration not stated)
42) CS(=O)(=O)c1ccc(Cl)c(NC(=O)COC(=O)CNC(=O)c2ccc(Br)o2)c1
43) CCOC(=O)C1=C(C)Nc2ncnn2C1c1ccccc1F (configuration not stated)
44) CCn1nnnc1SCC(=O)Nc1cccc(NC(C)=O)c1
45) CC(C)c1ccc(Nc2nc(N3CCOCC3)nc(N3CCOCC3)n2)cc1
46) CC(C)(C)c1ccc2c(c1)OCC(C(=O)O)O2 (configuration not stated)
47) Cc1ccc(NC(=O)NCCCN2CCCC2=O)cc1
Compound	41	42	43	44	45	46	47
SMARCA2 act	-2	-2	2	-1	-2	1	0
NPR2 activator	-6	3	-1	0	-4	-5	-1
FXN GAA850 act	-0.6	-2.3	-1.3	0.5	-1.1	-0.5	0.7
DAX1 inh-1	0.7	-1.0	-0.4	-0.4	0.6	0.6	0.7
NPR1 activator	1	0	-2	-1	-3	2	0
hgDAF-12 ag	0.4	-0.6	-1.5	0.5	-0.5	0.2	1.1
sPLA2-III inh	10	3	3	4	4	5	0
DAX1 inh-2	·	-0.9	0.4	0.8	1.7	0.8	1.1
ssDAF-12 act	-0.8	-0.6	-1.4	-1.4	-2.0	-0.5	-1.1
hcDAF12 agonist	-2.3	-0.7	-1.8	-2.0	-0.5	-0.7	-0.4
ADAM10 inh	-1	-6	-1	4	-1	5	-10

Just NPR1 activator (2 entries from above):
| cpd | SMILES | NPR1 activator |
| --- | --- | --- |
| 9 | O=C(CSc1nnc(NC(=O)C2CC2)s1)NCc1ccc(F)cc1 | -1 |
| 10 | O=C(COc1ccc2ccc(=O)oc2c1)Nc1ccc(N2CCCCC2)cc1 | -3 |
